# Assay outcomes from PubChem BioAssay.
# FLuc modulator: counter-screen for miR-21 project: firefly luciferase inhibitors or activators | P08659 | purified FLuc, Km substrates, luminescence inhibition | Potency, µM (series often up to 57.5 µM), without a hit: at the top dose activity change, negative = inhibition, most hits filed as inhibitors | actives 6.9% (n = 360,000) | AID 588342; active = well fitted inhibition curve with a large enough effect; inconclusive = small, poorly fitted or top-dose-only effect;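 also: plate controls were vehicle for no effect and reference inhibitor for full effect; nearly all actives have a fitted effect of over 55% in size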
# Target sequence (P08659 whole entry, looked up): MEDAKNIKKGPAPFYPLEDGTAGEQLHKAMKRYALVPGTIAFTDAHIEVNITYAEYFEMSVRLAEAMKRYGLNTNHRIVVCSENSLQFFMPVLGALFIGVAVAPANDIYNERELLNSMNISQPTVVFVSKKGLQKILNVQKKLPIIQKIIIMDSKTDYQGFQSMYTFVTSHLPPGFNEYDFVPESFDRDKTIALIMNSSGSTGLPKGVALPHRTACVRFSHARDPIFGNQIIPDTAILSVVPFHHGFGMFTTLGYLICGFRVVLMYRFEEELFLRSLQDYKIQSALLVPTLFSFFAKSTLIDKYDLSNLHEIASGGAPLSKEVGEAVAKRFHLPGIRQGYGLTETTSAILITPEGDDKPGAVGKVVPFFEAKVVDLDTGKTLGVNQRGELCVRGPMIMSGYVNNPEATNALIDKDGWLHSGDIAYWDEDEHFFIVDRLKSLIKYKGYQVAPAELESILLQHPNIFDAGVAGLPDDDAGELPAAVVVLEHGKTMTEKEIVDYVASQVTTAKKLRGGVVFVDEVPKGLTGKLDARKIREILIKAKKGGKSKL
#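 Biochemical qHTS of compounds, final roughly 60 µM downward over six points, against 10 nM purified firefly luciferase using Km concentrations of substrates (10 uM D-luciferin, 10 uM ATP) in Tris acetate pH 7.5 buffer; luminescence output.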
# Active calls of the source: *; ? = inconclusive. Potency is read from the fitted curve at half-maximal effect. Some of the compounds tested; rates above refer to the full screens.
SMILES	FLuc modulator
Cc1[nH]c2ccccc2c1C(c1ccccc1)c1ccc(Cl)s1 (configuration not stated)	5%
CC(C)c1ccc(N2C(=O)CSC23C(=O)N(Cc2ccccc2)c2ccccc23)cc1 (configuration not stated)	2%
CCC(CC)C(=O)Nc1nnc(S(=O)(=O)N(C)c2cc(C)cc(C)c2)s1	-13%
Cc1cc(C)c(NC(=O)C(C)n2c(=O)cc(-c3ccccc3)c3c(C)nn(C)c32)c(C)c1 (configuration not stated)	-1%
N#CC1=C2SCN(C3CCCCC3)CN2C(=O)CC1c1ccc(Cl)cc1 (configuration not stated)	?
O=C(Cn1cc(S(=O)(=O)Cc2ccccc2Cl)c2ccccc21)Nc1cccc(C(F)(F)F)c1	-5%
Cn1c2c(c(=O)n(C)c1=O)C(c1cccc(O)c1)CC(=O)N2 (configuration not stated)	-6%
CCc1cccc(C)c1Nc1c(-c2cccs2)nc2ncccn12	4%
COc1ccc(Cn2c(SCC(=O)Nc3ccc(OC)cc3)nc3ccccc32)cc1	-12%
O=C(c1ccc2c(c1)N(Cc1ccc(Cl)cc1)C(=O)c1ccccc1S2=O)N1CCC(Cc2ccccc2)CC1 (configuration not stated)	-4%
CCN(C(=O)CSc1nnc(-c2cc3occc3n2C)n1-c1ccccc1C)c1ccccc1	-8%
CN1CCN(C(=O)c2ccc3c(c2)N(Cc2ccc(C(F)(F)F)cc2)C(=O)c2ccccc2S3)CC1	-6%
COc1cccc(Cc2nc3ccccc3nc2SCC(=O)N2CCN(c3ccccc3)CC2)c1	-5%
O=C(Nc1ccc(Cl)cc1)N1CCC(CN2CCCCCC2)CC1	2%
C=Cc1ccc(Cn2c(=O)n(-c3cccc(C)c3)c(=O)c3c2c2cc(C)ccc2n3C)cc1	-3%

# Continued:
SMILES	FLuc modulator
CCCOc1ccc(C2C(=O)N(C3CCCCCC3)CC(=O)N2C(C)C)cc1OC (configuration not stated)	-1%
CCN(CC)C(=O)c1sc2c(c1C)c(=O)n(CCc1ccccc1)c(=O)n2Cc1ccc(F)cc1Cl	2%
COc1ccc(NC(=O)N2CCN(Cc3nc4ccc(C)cc4o3)CC2)cc1OC	-2%
Cc1ccc2c(=O)cc(C(=O)Nc3ccc(S(=O)(=O)N4CCCCCC4)cc3)oc2c1C	-1%
CCC(Sc1nc(-c2ccccc2)[nH]c1S(=O)(=O)c1ccc(C)cc1)C(=O)O (configuration not stated)	?
COc1ccccc1Cc1nc2ccccc2nc1SCC(=O)NCc1ccc(F)cc1	2%
CCCCN1CCCc2cc(CN(CCCN3CCOCC3)C(=O)Nc3ccc(CC)cc3)ccc21	7%
COc1ccc(-c2nc3ccccc3o2)cc1NC(=O)c1cccc2c(Cl)cccc12	-3%
COc1ccc(C(=O)c2sc3nc4c(c(C(F)(F)F)c3c2N)CN(C(C)=O)CC4)cc1OC	-2%
COc1cccc(NC(=O)Cn2nc(-c3ccncc3)ccc2=O)c1	-9%
Cc1ccc(Sc2ccc(N3CCC(C(=O)Nc4ccc(Cl)cc4)CC3)nn2)cc1	-19%
CCOC(=O)c1noc2nc(C)n(CC(=O)Nc3cccc(OC)c3)c(=O)c12	-1%
Cc1cc(C)c(NC(=O)Cn2nnc(-c3nc(-c4ccncc4)no3)c2N)c(C)c1	-1%
CNC(=O)C1CCC(Cn2c(=O)c3sccc3n(CC(=O)Nc3ccc(C)c(C)c3)c2=O)CC1 (configuration not stated)	-8%
Cc1ccc(-c2c3c(=O)n(C)c(=O)n(C)c3c3c(C(F)(F)F)nc4ccccc4n23)cc1	?

# As entered above.
# Value of C=Cc1ccc(Cn2c(=O)n(-c3cccc(C)c3)c(=O)c3c2c2cc(C)ccc2n3C)cc1 under FLuc modulator: -3%
# Value of CCCOc1ccc(C2C(=O)N(C3CCCCCC3)CC(=O)N2C(C)C)cc1OC (configuration not stated) under FLuc modulator: -1%

# More compounds follow.
SMILES	FLuc modulator
CCCc1nnc(NC(=O)Cc2coc3ccc(C)cc23)s1	1%
CCCCOc1ccc(S(=O)(=O)Nc2ccc(-c3ccc(N4CCCCC4)nn3)cc2)cc1	?
COc1ccc(/C=C/C(=O)Nc2ccc3nc(N4CCCCC4)cc(C)c3c2)cc1OC	1%
COC(=O)c1ccccc1NC(=O)c1cnc2sc(N3CCOCC3)nn2c1=O	-5%
COc1ccc(CNC(=O)C(C)n2ccc3cc(S(=O)(=O)N4CCCC4)ccc32)cc1OC (configuration not stated)	4%
Cc1cccc(N2C(=O)N(CC(=O)C(C)(C)C)c3ccccc3S2(=O)=O)c1C	0%
COc1ccc(-c2cc(C(C)=O)c(C)n2CCC(=O)NCc2ccc(F)cc2)cc1	5%
CCc1ccccc1NS(=O)(=O)c1ccc2c(c1)OCC(C(=O)N1CCCC1)O2 (configuration not stated)	2%
COc1ccccc1NC(=O)c1sc2nc(C)c(C(=O)Nc3ccc(Cl)cc3)c(-c3ccc(Br)cc3)c2c1N	-1%
CC(=O)c1cccc(NC(=O)CSc2nnc3ccc(-c4ccc(Br)cc4)nn23)c1	4%
COc1ccc(-c2coc3c2c(C)cc2oc(=O)cc(C)c23)cc1	-15%
CCC(=O)N1c2ccccc2CC1C(=O)NCCN1CCN(c2cccc(C(F)(F)F)c2)CC1 (configuration not stated)	0%
Cc1ccc(NC(=O)NC(C)c2c(-n3cccc3)sc(C)c2C)c(C)c1 (configuration not stated)	-9%
COc1cc(NC(=O)c2noc3c2CC(C(C)(C)C)CC3)cc(OC)c1OC (configuration not stated)	3%
COc1ccccc1NC(=O)c1sc2nc(C)c(C(=O)Nc3ccc(C)cc3C)c(-c3ccco3)c2c1N	4%

# A run of entries from further up, as a working copy:
SMILES	FLuc modulator
Cc1[nH]c2ccccc2c1C(c1ccccc1)c1ccc(Cl)s1 (configuration not stated)	5%
CC(C)c1ccc(N2C(=O)CSC23C(=O)N(Cc2ccccc2)c2ccccc23)cc1 (configuration not stated)	2%

# (cont.)
SMILES	FLuc modulator
O=C(CSc1nc2ccccc2nc1Cc1ccc(F)cc1)Nc1ccc2c(c1)OCO2	-1%
CCOc1ccc(NC(=O)c2cnc(Nc3ccccc3OC)c3ccccc23)cc1	-3%
CCOc1ccc(CNS(=O)(=O)c2ccc3[nH]c4c(c3c2)CCCC4)cc1OC	-11%
COc1cccc(C(=O)Nc2ccc(-n3nncc3-c3ccc(Br)cc3)cc2)c1OC	-2%
Cc1ccc(Cl)cc1NS(=O)(=O)c1ccc(N2CCCCS2(=O)=O)cc1	-17%
CCCn1c(=O)c2sccc2n2c(CCCC(=O)NCCc3ccc(Cl)cc3)nnc12	-1%
CC(C)c1ccc(NC(=O)C2CCN(S(=O)(=O)c3cccc4nonc34)CC2)cc1	2%
Cc1ccccc1Cn1c(SCc2ccc(C(=O)NCc3cccs3)cc2)nc2ccncc21	-4%
COc1cccc(NC(=O)c2cnn(-c3ccccc3)c2-n2cccc2)c1	-17%
Cc1ccc(-n2nc(CO)c(C(=O)NCCc3ccccc3)n2)cc1C	-5%
COC(=O)c1ccccc1NC(=O)CCCn1c(=O)c2cccn2c2cccnc21	-10%
Cc1ccc(N2CC(NC(=O)c3cccs3)CC2=O)cc1C (configuration not stated)	-10%
COc1cc2c(cc1OC)n(Cc1cccc(C(F)(F)F)c1)c(=O)n1nc(-c3ccccc3)nc21	-7%
COc1ccc(CNc2ncnc3c2nnn3C)cc1	-6%
COc1ccc(C(=O)Nc2cc(-c3cccc(C)c3)nn2-c2ccccc2)cc1	?

# (next part)
SMILES	FLuc modulator
CCc1ccc(C2=NN(CCC(=O)NCCc3ccccc3)C(=O)CC2)cc1	-2%
CCCS(=O)(=O)N1CC(=O)N(c2ccc(C)cc2C)C(C)(C(=O)NC2CCCCCC2)C1 (configuration not stated)	-3%
CN(Cc1ccccc1)Cc1c(O)ccc2c(=O)c(-c3ccccc3)c(C(F)(F)F)oc12	-6%
COC(=O)c1nnn(-c2ccc(Br)cc2)c1C(=O)OC	-7%
CN(C1CCCCC1)S(=O)(=O)c1ccc2c(c1)c(=O)c(C(=O)N1CCN(c3ccccc3F)CC1)cn2C	-2%
O=C(Nc1nc2n(n1)C(c1ccccc1)C=C(c1ccccc1)N2)c1ccc(Cl)c([N+](=O)[O-])c1 (configuration not stated)	?
Cc1cccc(N2CCN(S(=O)(=O)c3c(C(=O)N4CCC(C)CC4)c(C)n(C)c3C)CC2)c1C	-4%
Cc1cc(C)cc(N2CC(c3nc(-c4ccccc4C)no3)CC2=O)c1 (configuration not stated)	-8%
O=C(CCCn1c(=O)c2sccc2n(Cc2c(F)cccc2Cl)c1=O)NCc1ccccc1	1%
CCN1CCN(CCCNC(=O)c2ccc3nc(Cc4ccccc4)oc3c2)CC1	-2%
COc1cccc(C(=O)NCC2OCCc3ccccc32)c1 (configuration not stated)	?
COc1ccc(N2CCN(C(=O)CSc3nc4ccccc4nc3Cc3ccc(Cl)cc3)CC2)cc1	-8%
Cc1ccc(CSC2=Nc3ccccc3C3=NC(CCC(=O)NCCc4ccccc4)C(=O)N23)cc1 (configuration not stated)	-8%
O=C(Cn1ncc2c([nH]c3ccccc32)c1=O)Nc1cccc(C(F)(F)F)c1	0%
COc1cccc(NC(=O)C2CCCN(S(=O)(=O)c3c(C)[nH]c(=O)[nH]c3=O)C2)c1 (configuration not stated)	-6%

# Continuation:
SMILES	FLuc modulator
Cc1nc2c(c(C)c1CCC(=O)Nc1cccc(C(F)(F)F)c1)c(=O)n(C)c(=O)n2C	4%
CCCN(C(=O)c1cc2c(s1)-c1c(C)cccc1OC2)c1ccc(OCC)cc1	-3%
CCC(CC)C(=O)Nc1ccccc1SCc1cc(=O)c2cccc(C)c2[nH]1	-8%
O=C(NCCc1ccccc1Cl)c1ccc2c(c1)nc1n2CCOC1	4.8µM*
Cc1ccc(-c2c(C(=O)NCCc3ccc(Cl)cc3)oc(=O)c3ccccc23)cc1	-11%
O=C(Nc1ccccc1C(=O)OCc1cc(=O)n2c3c(sc2n1)CCCC3)c1cccc(Cl)c1	-2%
COc1ccc2oc(=O)cc(CN3CCN(C(=O)c4ccccc4Br)CC3)c2c1	0%
Cc1ccc(NC(=O)Cn2c(=O)oc3cc(S(=O)(=O)N4CCC(C)CC4)ccc32)cc1Cl	?
COc1ccccc1CNc1ncnc2c1nc1n2CCCC1	3%
Cc1ccc(C2CCN(C(=O)c3cnn(-c4ccc(C)c(C)c4)c3C3CCN(C(=O)OC(C)(C)C)CC3)C2)cc1 (configuration not stated)	2%
CC1CCC(N2CC(=O)N(C3CCCC3)C(c3ccc(Cl)cc3)C2=O)CC1 (configuration not stated)	-6%
O=C(Nc1ccc2nc(SCCOc3ccccc3)sc2c1)c1ccc2c(c1)OCO2	-14%
CC(=O)N1CCc2cc(S(=O)(=O)NC(C(=O)Nc3ccc(C)cc3C)C(C)C)ccc21 (configuration not stated)	-6%
CCC(C)NC(=O)c1sc2nc(C)c(C(=O)Nc3ccc(C)cc3C)c(-c3ccccc3Cl)c2c1N (configuration not stated)	-15%
O=C(NCCSc1c(-c2ccc(F)cc2)[nH]c2ccccc12)c1ccc(S(=O)(=O)N2CCOCC2)cc1	3%

# Retrieved by compound from above (four):
SMILES	FLuc modulator
COc1ccc2oc(=O)cc(CN3CCN(C(=O)c4ccccc4Br)CC3)c2c1	0%
Cc1ccc(C2CCN(C(=O)c3cnn(-c4ccc(C)c(C)c4)c3C3CCN(C(=O)OC(C)(C)C)CC3)C2)cc1 (configuration not stated)	2%
CCC(CC)C(=O)Nc1ccccc1SCc1cc(=O)c2cccc(C)c2[nH]1	-8%
O=C(Nc1ccc2nc(SCCOc3ccccc3)sc2c1)c1ccc2c(c1)OCO2	-14%

# The results go on:
SMILES	FLuc modulator
Cc1ccc(-c2cc(C(F)(F)F)n3nc(-c4cccc(Br)c4)cc3n2)cc1	-3%
Cc1ccc(Cl)cc1NC(=O)Cn1c(=O)n(C(C)C)c(=O)c2oc3ccccc3c21	-2%
O=C(NCc1ccccc1F)c1sc2ncccc2c1-n1cccc1	-8%
CCC1CCCCN1Cc1cn2c(-c3ccc(Br)cc3)nnc2s1 (configuration not stated)	6%
COC(=O)C1CCN(CC(=O)Nc2cc(C)c3c(=O)oc4ccccc4c3n2)CC1	-7%
Cc1oc2ncn(C)c(=O)c2c1C(=O)N1CCN(c2ccccc2F)CC1	-4%
CCOc1ccc(CCNC(=O)c2cn(C)c3ccc(S(=O)(=O)N4CCCCC4)cc3c2=O)cc1OCC	2%
O=C(CSc1ncc(CO)n1Cc1ccc(Cl)cc1)NCc1ccc(F)cc1	-7%
O=C(NC1CC(=O)N(c2cccc(F)c2)C1)c1cc2ccccc2o1 (configuration not stated)	4%
Cc1ccc(C)c(N2CCN(C(=O)Cn3ncc4c(=O)oc5ccccc5c43)CC2)c1	-8%
O=C(NCc1ccccc1)c1ccc(Cn2c(=O)c3cccn3c3cccnc32)cc1	3%
CN(C)C1(CNC(=O)COc2ccc([N+](=O)[O-])cc2)CCCCC1	-6%
Cc1cc2c(cc1S(=O)(=O)N(C)CC(=O)Nc1cccc(C#N)c1)OCC(=O)N2	3%
Cc1ccccc1NC(=O)CCC(=O)N1CCSc2ccccc21	-6%

# Gathered by group: those above containing a nitro group on carbon.
SMILES	FLuc modulator
O=C(Nc1nc2n(n1)C(c1ccccc1)C=C(c1ccccc1)N2)c1ccc(Cl)c([N+](=O)[O-])c1 (configuration not stated)	?
CN(C)C1(CNC(=O)COc2ccc([N+](=O)[O-])cc2)CCCCC1	-6%
